ER stress rescue: rescue of cells from ER stress-induced death, primary screen, 384-well, CSM14.1, thapsigargin, ATP luminescence (AID 1222). cellular ATP content (survival), % at 20 µM; hits with a dose series show EC50 in µM. CSM14.1 thapsigargin-induced death rescue, ATP luminescence; higher % means a stronger effect. 190,000 tested, under 10 active;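 active means EC50 below 50 µM in the dose-response confirmation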;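 further: death triggered by thapsigargin at about 15 µM added after 2 h compound pretreatment; cell ATP read after overnight thapsigargin exposure of roughly 18 to 22 hours; normalized against plate controls of thapsigargin alone and 5% DMSO vehicle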
NOD2 inhibition: NOD2 signaling inhibitors, cell-based, luminescence, uHTS, HEK293 (AID 1566) | HEK293 NOD2/NF-kB luciferase reporter, luminescence; higher % means a stronger effect | one-dose inhibition, % at 4 µM; EC50 in µM for titrated hits | 290,000 compounds, 0.63% hits; further: many of its hits are not listed in these tables
NTR1 ag: agonists of NTR1, primary screen, imaging, U2OS cells, beta-arrestin-GFP, high content (AID 493036). Neurotensin receptor type 1 (Homo sapiens), P30989. NTR1-U2OS beta-arrestin-GFP spot imaging, agonist mode. activation, % at 20 µM. 330,000 compounds, 0.17% hits;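 active means activation at or above 40% of the spot to cytoplasm intensity ratio, with at least 20 cells analyzed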;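 further: 0% = DMSO without peptide and 100% = 100 nM NTR1 peptide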
Target sequence (P30989 whole entry, looked up): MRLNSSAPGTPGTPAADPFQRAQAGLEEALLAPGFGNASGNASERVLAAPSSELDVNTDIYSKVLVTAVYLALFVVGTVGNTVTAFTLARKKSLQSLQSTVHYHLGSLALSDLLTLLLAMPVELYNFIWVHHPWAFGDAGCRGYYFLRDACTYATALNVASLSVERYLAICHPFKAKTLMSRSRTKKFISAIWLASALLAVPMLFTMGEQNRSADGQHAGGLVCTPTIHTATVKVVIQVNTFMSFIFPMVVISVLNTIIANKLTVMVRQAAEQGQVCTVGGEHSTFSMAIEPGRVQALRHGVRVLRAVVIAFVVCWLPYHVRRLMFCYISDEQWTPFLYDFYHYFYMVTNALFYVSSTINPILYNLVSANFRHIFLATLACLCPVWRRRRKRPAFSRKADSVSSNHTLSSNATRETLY
Yfh1-off respiration: enhancers of respiration in Yfh1-depleted yeast, dose response, Friedreich's ataxia, plus single-dose screen (AID 1465); fold induction at 50 µM; hits with a dose series show EC50 in µM; S. cerevisiae Yfh1-off respiration, WST-1 reduction, 72 h; higher fold induction means a stronger effect; 220,000 compounds, 0.074% hits;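 active means fold induction of absorbance versus untreated yeast above a set limit, then at least 30% activation at any dose in follow-up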;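 further: activators that raise dye reduction in frataxin-depleted yeast; strong numbers were not always called active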
KOR beta-arrestin-1: KOR antagonists, beta-arrestin recruitment, cell-based, luminescence, uHTS (AID 1778); Kappa-type opioid receptor (Homo sapiens); KOR beta-arrestin recruitment, luminescence, antagonist mode; higher % means a stronger effect; one-dose inhibition, % at 10 µM; IC50 in µM for titrated hits; 290,000 compounds, 0.091% hits; further: strong numbers were not always called active
GPR55 beta-arrestin: GPR55 agonists via beta-arrestin recruitment, primary screen, imaging, U2OS cells, beta-arrestin-GFP redistribution (AID 1961); G-protein coupled receptor 55 (Homo sapiens); U2OS GPR55 beta-arrestin-GFP redistribution imaging; higher % means a stronger effect; activation, % at 10 µM, or EC50 in µM where a hit was titrated; 290,000 compounds, 0.048% hits;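 active means activation above 40% with more than 50 cells counted in the well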;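 further: U2OS osteosarcoma cells stably expressing GPR55 and beta-arrestin-GFP; plate controls were DMSO negative control for no effect and LPI positive control for full effect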
TNAP activation fold: human TNAP enzyme activators, primary screen, biochemical, luminescent, no phosphate acceptor, uHTS (AID 1001). Alkaline phosphatase, tissue-nonspecific isozyme (Homo sapiens). purified TNAP, luminescent activation assay, no phosphate acceptor; higher activation fold means a stronger effect. activation fold at 20 µM; hits with a dose series show EC50 in µM. 200,000 compounds, 0.03% hits; in the data active means activation fold from about 3, or a potency from the dose series; inactive means the rest, 99 in 100 with activation fold below about 1.6; further: many of its hits are not listed in these tables
NOD1 inhibition: NOD1 signaling inhibitors, primary screen, cell-based, luminescence, uHTS (AID 1578); 290,000 compounds, 1% hits; NOD1-driven NF-kB luciferase reporter cells, luminescence; higher % means a stronger effect; one-dose inhibition, % at 4 µM; EC50 in µM for titrated hits; in the data active means inhibition mostly above about 36%, no sharp cut-off; inactive means mostly below about 34%;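 further: HEK-293T reporter cells stimulated with the NOD1 agonist gamma-tri-DAP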
KOR beta-arrestin-2: KOR agonists, beta-arrestin recruitment, primary screen, cell-based, luminescence, uHTS (AID 1777) | Kappa-type opioid receptor (Homo sapiens) | activation, % at 10 µM; hits with a dose series show EC50 in µM | 280,000 compounds, 0.02% hits | KOR beta-arrestin recruitment, luminescence; higher % means a stronger effect; in the data active means activation above about 50%, passing the limit was not always enough; further: a part of the inactive calls stands beside numbers as strong as those of hits
NTR1 ag cell count 20 µM: second read-out of NTR1 ag, no call of its own (marks repeat the call); cell count; measured here: cell count, cytotoxicity flag
The depositor's hits bear a star; i = inactive; / = no result given; [ ] = dose if it differs, or a comment. Unless noted, no stated cut-off is given here; in the data, active means inhibition above about 50%; inactive means the rest. An excerpt (hit frequency here may not be typical).

SMILES	ER stress rescue	NOD2 inhibition	NTR1 ag	NTR1 ag cell count 20 µM	Yfh1-off respiration	KOR beta-arrestin-1	GPR55 beta-arrestin	TNAP activation fold	NOD1 inhibition	KOR beta-arrestin-2
COc1ccc(C(=O)Nc2ccccc2C)cc1S(=O)(=O)N1CCOCC1	/	-2%	-0.2	50	/	26%	-0.1%	/	-38%	-1.6%
CCN(CC)S(=O)(=O)c1ccc(NC(=O)c2ccc(CN3CCOCC3)cc2)cc1	1.3%	41%	10	48	i	7%	-0.4%	1	27%	-0.8%
COc1ccc(N(CC(=O)Nc2cc(C)on2)S(=O)(=O)c2ccc(Cl)cc2)cc1	-0.3%	8%	1.1	61	i	14%	0.2%	1.2	9%	-3.5%
Cc1ccc(/C(N)=N/OC(=O)CN(C)S(=O)(=O)c2ccc(C)cc2)cc1	/	19%	2.0	52	/	-2%	-0.1%	/	7%	0.0%
COc1ccc(OC)c(N2C(=O)c3cccnc3C2=O)c1	/	8%	-0.7	54	/	-7%	-0.2%	/	0%	-0.9%
CC1(C)CC(=O)/C(=C\c2cccc([N+](=O)[O-])c2)C(C)(C)N1	-0.4%	19%	0.3	54	i	28%	0.5%	1.1	33%	-1.0%
Cc1ccc(C(=O)NC(=S)Nc2ccccc2C)cc1	0.1%	-54%	4.0	59	i	18%[20 µM]	0.0%	1	-9%	-3.0%
CCC(CC)c1nnc(NC(=O)c2nn(C)c(=O)c3ccccc23)s1	0.2%	11%	0.3	53	i	14%	-0.2%	1.1	-23%	-5.0%
S=C(Cc1cccnc1)N1CCOCC1	-1.2%	1%	0.1	77	i	/	0.5%	1.1	-26%	5.0%
CCOc1ccc(NS(=O)(=O)c2ccc3[nH]cc(C(=O)N(CC)CC)c(=O)c3c2)cc1	0.0%	14%	2.5	37	/	30%	-0.3%	1.1	5%	-0.9%
COc1cccc(NC(=O)C23CCC(C)(C(=O)O2)C3(C)C)c1 (configuration not stated)	-3.8%	-10%	-5.0	74	i	-84%	0.2%	1	13%	5.7%
O/N=C/c1cc2ccccc2n1Cc1ccccc1F	/	31%	3.4	68	/	-53%[20 µM]	0.1%	/	28%	-5.8%
Cc1onc(-c2c(Cl)cccc2Cl)c1C(=O)N1CCN(c2ncccn2)CC1	2.6%	6%	2.3	39	i	16%	-0.2%	1.1	-32%	/
Cc1cccc(N2CCN(C(=O)c3ccc(Cl)c(S(=O)(=O)N4CCc5ccccc5C4)c3)CC2)c1C	-0.7%	23%	4.9	66	i	-30%	0.2%	1	19%	2.3%
CN1CCN(S(=O)(=O)c2cccc(C(=O)NCc3ccc(Cl)cc3)c2)CC1	-0.3%	20%	0.6	56	i	6%	0.2%	1.1	-18%	-8.1%
COc1ccc2cc(C(=O)C3CCCN(C(=O)c4cccnc4)C3)ccc2c1 (configuration not stated)	/	16%	0.3	71	/	-6%	0.3%	/	-3%	5.3%
Nc1cccc(S(=O)(=O)Nc2ccc(Br)cc2)c1	/	10%	0.7	61	i	36%	-0.1%	/	8%	-3.7%
O=C(NCc1ccc2c(c1)CCO2)Nc1ccccc1	/	-78%	0.9	63	i	-13%	-0.4%	/	-16%	6.1%
O=C1c2cccc3cccc(c23)C(=O)N1c1nncs1	-1.0%	20%	-0.6	41	i	14%	-0.2%	1.1	8%	-2.8%
COc1ccccc1-c1cc(C(=O)Nc2cc(C)n(Cc3ccc(Cl)cc3)n2)no1	-1.2%	27%	16	60	i	-15%	0.0%	1.1	-2%	-1.5%
Cc1ccc(C(=O)NC(=S)NNC(=O)CC#N)cc1	0.6%	-6%	-1.0	97	i	20%[20 µM]	-0.1%	1.9	-36%	/
CN(C)/C=C1\Oc2ccc3ccccc3c2C1=O	/	4%	1.5	47	i	-9%	0.5%	1.1	-40%	-1.6%
COC(C(=O)NNC(=O)CCc1ccccc1)c1ccccc1 (configuration not stated)	/	8%	-1.0	28	i	-6%	-0.3%	2.3	-40%	-2.1%
Cc1cccc(NC(=O)COC(=O)c2cccc3c2C(=O)c2ccccc2C3=O)c1C	2.7%	12%	25	66	i	-38%	0.2%	1	4%	7.0%
CCNC(=S)N1CCc2cc(OC)c(OC)cc2C1COc1ccc(F)cc1 (configuration not stated)	-0.3%	18%	1.8	55	i	17%	0.1%	1.1	-19%	-2.0%

Profiles, quoted from the list:
CCOc1ccc(NS(=O)(=O)c2ccc3[nH]cc(C(=O)N(CC)CC)c(=O)c3c2)cc1 is entered as ER stress rescue: 0.0%; NOD2 inhibition: 14%; NTR1 ag: 2.5; NTR1 ag cell count 20 µM: 37; Yfh1-off respiration: /; KOR beta-arrestin-1: 30%; GPR55 beta-arrestin: -0.3%; TNAP activation fold: 1.1; NOD1 inhibition: 5%; KOR beta-arrestin-2: -0.9%
COc1ccc(C(=O)Nc2ccccc2C)cc1S(=O)(=O)N1CCOCC1 is entered as ER stress rescue: /; NOD2 inhibition: -2%; NTR1 ag: -0.2; NTR1 ag cell count 20 µM: 50; Yfh1-off respiration: /; KOR beta-arrestin-1: 26%; GPR55 beta-arrestin: -0.1%; TNAP activation fold: /; NOD1 inhibition: -38%; KOR beta-arrestin-2: -1.6%

Among those listed so far, eight have a halogen.
SMILES	ER stress rescue	NOD2 inhibition	NTR1 ag	NTR1 ag cell count 20 µM	Yfh1-off respiration	KOR beta-arrestin-1	GPR55 beta-arrestin	TNAP activation fold	NOD1 inhibition	KOR beta-arrestin-2
COc1ccc(N(CC(=O)Nc2cc(C)on2)S(=O)(=O)c2ccc(Cl)cc2)cc1	-0.3%	8%	1.1	61	i	14%	0.2%	1.2	9%	-3.5%
O/N=C/c1cc2ccccc2n1Cc1ccccc1F	/	31%	3.4	68	/	-53%[20 µM]	0.1%	/	28%	-5.8%
Cc1onc(-c2c(Cl)cccc2Cl)c1C(=O)N1CCN(c2ncccn2)CC1	2.6%	6%	2.3	39	i	16%	-0.2%	1.1	-32%	/
Cc1cccc(N2CCN(C(=O)c3ccc(Cl)c(S(=O)(=O)N4CCc5ccccc5C4)c3)CC2)c1C	-0.7%	23%	4.9	66	i	-30%	0.2%	1	19%	2.3%
CN1CCN(S(=O)(=O)c2cccc(C(=O)NCc3ccc(Cl)cc3)c2)CC1	-0.3%	20%	0.6	56	i	6%	0.2%	1.1	-18%	-8.1%
Nc1cccc(S(=O)(=O)Nc2ccc(Br)cc2)c1	/	10%	0.7	61	i	36%	-0.1%	/	8%	-3.7%
COc1ccccc1-c1cc(C(=O)Nc2cc(C)n(Cc3ccc(Cl)cc3)n2)no1	-1.2%	27%	16	60	i	-15%	0.0%	1.1	-2%	-1.5%
CCNC(=S)N1CCc2cc(OC)c(OC)cc2C1COc1ccc(F)cc1 (configuration not stated)	-0.3%	18%	1.8	55	i	17%	0.1%	1.1	-19%	-2.0%

Following part
SMILES	ER stress rescue	NOD2 inhibition	NTR1 ag	NTR1 ag cell count 20 µM	Yfh1-off respiration	KOR beta-arrestin-1	GPR55 beta-arrestin	TNAP activation fold	NOD1 inhibition	KOR beta-arrestin-2
CC(=O)N1CCc2cc(S(=O)(=O)NC(C(=O)Nc3nc(C)cs3)C(C)C)ccc21 (configuration not stated)	3.0%	4%	1.3	44	i	0%	-0.1%	1.1	-12%	-0.2%
CC(C)NC(=O)Cn1cnc2c(cnn2-c2ccc(F)cc2)c1=O	/	-8%	-1.5	36	/	6%	-0.2%	/	-29%	-1.1%
CC(C)c1ccc(NC(=S)N2CCN(Cc3ccccc3)CC2)cc1	2.7%	-10%	0.5	31	i	-10%	-0.1%	1.1	-10%	-2.6%
Cc1ncc(CN=Cc2ccc(Cl)cc2)c(N)n1	/	10%	1.1	46	i	32%	0.0%	/	-11%	-2.1%
CCCc1cc(=S)n2c([nH]c3ccccc32)c1C#N	/	5%	7.6	34	i	-7%	-0.1%	/	2%	/
N=C1/C(=C/c2ccc(Br)o2)C(=O)N=C2SC(CC(=O)N3CCCC3)=NN12	/	-5%	-0.6	81	/	1%	-0.1%	/	-5%	1.5%
Cc1ccc(-n2nnnc2SCC(=O)c2c(N)n(CC(C)C)c(=O)n(C)c2=O)cc1	-1.3%	4%	4.6	77	i	-17%	0.3%	1.1	18%	-0.7%
O=C(C[n+]1cccc(CNC(=O)c2ccc(OC(F)F)cc2)c1)Nc1cccc(C(F)(F)F)c1	14%	16%	-1.2	52	i	2%	0.3%	1	4%	7.3%
Cn1c(=NC(=O)c2ccc(S(=O)(=O)N3CCCc4ccccc43)cc2)sc2cc(S(C)(=O)=O)ccc21	16%	20%	12	59	i	15%	0.0%	1	22%	-2.3%
CC1CCCCN1C(=O)c1ccccc1OC1CCN(S(C)(=O)=O)CC1 (configuration not stated)	0.2%	-10%	-1.0	43	i	-8%[20 µM]	-0.1%	1	-46%	/
CNC(=O)c1ccc(-c2ccccc2)s1	-2.3%	15%	-0.1	64	i	-1%	-0.1%	1.1	-13%	-3.4%
CCN(CC)CCNCc1cc(Cl)c(OCC(=O)Nc2ccccc2)c(OC)c1	-1.3%	15%	-0.5	38	i	2%[20 µM]	0.2%	1.1	-23%	1.9%
Cc1ccc(C)c(N2CCN(C(=O)C3CCN(c4nnc(N5CCCC5=O)s4)CC3)CC2)c1	0.5%	16%	2.2	53	/	-2%	0.2%	1.2	23%	4.0%
COC(=O)CCC(=O)Nc1sc(Cc2ccccc2)c(C)c1C(N)=O	3.4%	13%	0.1	93	i	-72%[20 µM]	-0.1%	1.1	23%	/
Nc1ccc2oc3ccc(N)cc3c(=O)c2c1	0.9%	-16%	-0.6	36	i	28%	-0.1%	1	-58%	-5.9%
CN(C(=O)c1ccc(NC(=O)Cc2ccccc2)cc1)c1ccccc1	/	17%	-0.2	46	/	2%	-0.1%	/	-2%	8.8%
CSCC[C@H](NC(=O)c1cccnc1)c1nnc2ccccn12	/	3%	0.1	61	/	-1%	-0.1%	/	-1%	8.9%
CCN1CCN(Cc2ccc(NC(=O)c3cc(NC(=O)c4cncc(-c5ccc(C#N)cc5)c4)cc(OC)c3)cc2C(F)(F)F)CC1	/	10%	12	91	i	-12%	-0.1%	/	-13%	7.0%
CCC1(C)Cc2c(sc3nc(SCC(=O)O)[nH]c(=O)c23)CO1 (configuration not stated)	-1.6%	5%	-1.3	42	i	42%	-0.2%	1.2	-5%	-0.3%
O=C(/C=C/c1ccccc1)c1ccc2c3c(cccc13)CC2	-0.3%	-11%	12	62	i	13%	20%	1.2	25%	-5.3%
CCOc1ccc(-n2nc3c(SCCN4CCCC4)nnc(C)c3c2C)cc1	11%	-12%	0.4	51	i	-10%	0.3%	1	20%	4.5%

Compound activity as filed in PubChem BioAssay.
